Compound activity deposited in PubChem BioAssay by several laboratories.
P. falciparum M1AAP: malaria alanyl aminopeptidase activity blockers – biochemical, fluorogenic H-Leu-NHMec substrate, 1536-well (AID 1445); inhibition, % at 30 µM, or IC50 in µM where a hit was titrated; recombinant M1AAP, H-Leu-NHMec fluorogenic kinetic assay; higher % means a stronger effect; 220,000 tested, 0.42% active;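 active = primary inhibition above the hit cutoff, then over 50% inhibition at one or more dose response concentrations, cut at about 23% in these data, passing the limit was not always enough; inconclusive = conflicting primary data, or primary hits not chosen for dose response; inactive = low primary inhibition, or under 50% at every dose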;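 note: plate controls were DMSO full reaction for no effect and no enzyme background for full effect; strong numbers were not always called active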
KOR beta-arrestin-1: KOR agonists, beta-arrestin recruitment, primary screen, cell-based, luminescence, uHTS (AID 1777). KOR beta-arrestin recruitment, luminescence; higher % means a stronger effect. activation, % at 10 µM; hits with a dose series show EC50 in µM. 280,000 tested, 0.02% active; in the data active = activation above about 50%, passing the limit was not always enough; note: a part of the inactive calls stands beside numbers as strong as those of hits
M17LAP inhibition: P. falciparum M17LAP inhibitors, primary screen, biochemical, fluorogenic H-Leu-NHMec substrate, 1536-well (AID 1619); inhibition, % at 30 µM; hits with a dose series show IC50 in µM; recombinant M17LAP, H-Leu-NHMec fluorogenic kinetic assay; higher % means a stronger effect; 220,000 tested, 0.38% active;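 active = compound inhibiting the enzyme by more than half at any dose during confirmatory dose-response retesting; inconclusive = strong single-dose inhibitors picked by rank but not retested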;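 note: plate controls were full reaction with DMSO carrier for no effect and no enzyme background for full effect; strong numbers were not always called active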
KOR beta-arrestin-2: kappa opioid receptor blockers – cell-based, luminescence, uHTS (AID 1778). inhibition, % at 10 µM; hits with a dose series show IC50 in µM. 290,000 tested, 0.091% active. KOR beta-arrestin recruitment, luminescence, antagonist mode; higher % means a stronger effect; note: strong numbers were not always called active
GPR55 activation: selective activators of receptor GPR55 – imaging, U2OS cells, beta-arrestin-GFP redistribution, primary screen (AID 1961); U2OS GPR55 beta-arrestin-GFP redistribution imaging; higher % means a stronger effect; 290,000 tested, 0.048% active; activation, % at 10 µM, or EC50 in µM where a hit was titrated;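 active = activation above 40% with more than 50 cells counted in the well; inconclusive = wells holding fewer than 50 cells, flagged as toxic or sparse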;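 note: U2OS osteosarcoma cells stably expressing GPR55 and beta-arrestin-GFP; plate controls were DMSO negative control for no effect and LPI positive control for full effect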
AID2073: disruptors of CaV2.2 binding to Mint1 – biochemical, HTRF (AID 2073); HTRF protein-protein interaction, Mint1-CaV2.2; higher % means a stronger effect; inhibition, % at 20 µM, or IC50 in µM where a hit was titrated; 290,000 tested, 0.19% active; in the data active = inhibition mostly above about 51%, no sharp cut-off; inconclusive = no clear call, values can overlap the other calls; inactive = mostly below about 53%; note: some results filed as inactive read as strong as hits
NOD2 inhibition: NOD2 signaling inhibitors, cell-based, luminescence, uHTS, HEK293 (AID 1566); inhibition, % at 4 µM; hits with a dose series show EC50 in µM; HEK293 NOD2/NF-kB luciferase reporter, luminescence; higher % means a stronger effect; 290,000 tested, 0.63% active; note: many of its hits are not listed in these tables
Dynein cargo inh: dynein cargo transport inhibition; 3617.4 mouse cells, GR-EGFP nuclear translocation imaging; test concentration mostly 20 µM; stimulated with dexamethasone, 1 µM; stronger effect = lower value; z-score, hits read low; 220,000 tested, 0.47% active; AID 1381;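 active = plate z-score of nuclear minus cytoplasmic receptor signal below a set negative limit, without overly bright fluorescence or cell loss, cut at about -3.5 in these data, passing the limit was not always enough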;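 note: z-score of nuclear minus cytoplasmic ring GR-EGFP intensity difference per well; some compounds called inactive have numbers as strong as hits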
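Schedule: 48 h induction, then 1 h compound, then 30 min agonist, 37 °C. Buffer or medium: tetracycline-free induction medium containing charcoal-stripped FBS. Reagent: 1.0 µM final dexamethasone stimulus. Evaluation: nuclear versus cytoplasmic GR-EGFP signal, averaged per well. Signal: high-content fluorescence imaging after fixation.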
NOD1 inhibition: NOD1 signaling inhibitors, primary screen, cell-based, luminescence, uHTS (AID 1578) | NOD1-driven NF-kB luciferase reporter cells, luminescence; higher % means a stronger effect | inhibition, % at 4 µM, or EC50 in µM where a hit was titrated | 290,000 tested, 1% active; in the data active = inhibition mostly above about 36%, no sharp cut-off; inactive = mostly below about 34%;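 note: HEK-293T reporter cells stimulated with the NOD1 agonist gamma-tri-DAP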
Dynein cargo inh cytoplasmic EGFP: further read-out of Dynein cargo inh, marked with its call; z-score; measured here: cytoplasmic GR-EGFP intensity; stronger effect = higher value
Dynein cargo inh nuclear GR-EGFP: second read-out of Dynein cargo inh, no call of its own (marks repeat the call); z-score; measured here: nuclear GR-EGFP intensity;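 lower value marks the stronger effect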
Dynein cargo inh cell count: also measured in Dynein cargo inh; calls as there; z-score; measured here: cell count per field
* = called active by the depositor; ? = inconclusive; . = no result given; & = joins results of further samples; [ ] = remark or other dose. Cut-off read from the data, not from the text of the source, unless noted: active = inhibition above about 50%; inactive = the rest. Not all compounds are listed; the hit share may differ from the screen's.

item	mol	GPR55 activation	P. falciparum M1AAP	NOD1 inhibition	KOR beta-arrestin-2	AID2073	Dynein cargo inh nuclear GR-EGFP	Dynein cargo inh cell count	M17LAP inhibition	NOD2 inhibition	Dynein cargo inh	KOR beta-arrestin-1	Dynein cargo inh cytoplasmic EGFP
1	O=C1C=C(N2CCCCCC2)C2(CCCCC2)O1	-0.1%	-2%	-5%	-11%[20 µM]	-2%	-0.24	1.3	4%	10%	-0.72	.	-0.23
2	O=C(CNCc1cccnc1)Nc1cc(C(F)(F)F)ccc1N1CCOCC1	-0.1%	0%	-6%	22%	4%	0.23	-0.21	0%	5%	0.1	3.4%	-0.22
3	CCc1ccccc1NC(=S)NC1CC2CCC(C1)N2Cc1ccco1 (centres undefined)	0.2%	2%	4%	7%	-6%	-0.65	1.7	-5%	14%	-0.9	-1.5%	-0.24
4	CCN1CCN(C(=O)N[C@@H](C(=O)N[C@@H]2C(=O)N3[C@@H]2SC(C)(C)[C@@H]3C(=O)O)c2ccccc2)C(=O)C1=O	-0.2%	4%	-19%	12%	-6%	0.26	0.69	8%	8%	0.088	-2.1%	-0.082
5	O=c1c2ccccc2ncn1-c1ccc(Cl)cc1[N+](=O)[O-]	-0.1%	.	-29%	-3%[20 µM]	-1%	0.1	0.36	.	-2%	-0.43	0.3%	-0.21
6	Cc1ccc(CN2C(=O)C3CCCN3c3ccc(S(=O)(=O)N4CCOCC4)cc32)cc1 (centres undefined)	-0.1%	2%	-6%	11%	32%	0.41	0.26	-10%	-3%	-0.12	0.4%	-0.2
7	CC12CN(C(=O)c3ccccc3)C3(C#N)CC1CCC23C (centres undefined)	0.0%	2%	3%	-14%	-1%	-0.61	0.29	5%	-2%	0.47	-2.0%	-0.27
8	CCc1nc2sc3c(c2c(=O)n1N)CC(C)(C)OC3	0.5%	0%	-23%	-23%	8%	2.2	-2.2	-7%	4%	3.8	-2.9%	0.12
9	C=CCn1c(=O)c2ccccc2n2c(SCC(=O)O)nnc12	0.0%	.	-6%	12%	20%	.	.	.	23%	.	-5.9%	.
10	COc1ccc(C(O)(C(C)C)C(CN2CCOCC2)c2ccc(Cl)cc2)cc1 (centres undefined)	1.2%	.	2%	-9%	6%	.	.	.	-31%	.	-2.1%	.
11	COc1ccc(C(=O)C2CCCN(Cc3ccc4c(c3)OCCO4)C2)cc1F (centres undefined)	0.0%	7%	-11%	-7%	4%	0.46	-0.19	3%	-21%	0.91	-0.5%	-0.28
12	Cc1[nH]c(=S)[nH]c(=O)c1CCC1OCCO1	0.4%	-10%	-6%	22%	7%	0.73	-0.33	12%	14%	0.26	0.6%	-0.26
13	CCc1ccc(-c2cc(C)no2)cc1S(=O)(=O)NCCc1ccccc1	-0.1%	.	-7%	-7%	13%	.	.	.	-9%	.	-1.4%	.
14	O=C(COc1ccccc1)N=C1SC2CS(=O)(=O)CC2N1c1ccccc1 (centres undefined)	0.3%	.	24%	-35%	13%	.	.	.	-1%	.	-1.8%	.
15	O=[N+]([O-])c1cc(/C=N/N2CCCCC2)ccc1Cl	-0.6%	3%	-18%	-3%	-12%	0.53	0.12	5%	-8%	0.59	-3.3%	-0.36
16	C#CC(C)(C)NC(=O)c1ccccc1OC	-0.1%	10%	-1%	24%	-1%	0.43	0.21	-5%	8%	-0.25	-5.3%	-0.21
17	CCOC(=O)c1c(C)nc(C)c(C(=O)OCC)c1-c1ccc(OC)cc1	0.1%&-0.2%	-2%&4%	-11%&-2%	4%	?	0.41&0.28	-0.42&-1.5	1%&4%	-46%&7%	0.83&1.3	0.3%&-2.1%	-0.23&-0.12
18	O=C(Nc1cccc([N+](=O)[O-])c1)C12CC3CC(C1)CC(n1cnc([N+](=O)[O-])n1)(C3)C2	0.3%	7%	92%*	-31%	4%	0.37	0.29	-1%	8%	-0.34	2.9%	-0.2
19	O=S1(=O)N=CN(Cc2cccc(F)c2)c2ccccc21	-0.1%	3%	-2%	27%	5%	-0.19	-0.16	-3%	-114%	-0.99	-5.9%	-0.22
20	CN(C)C(=O)c1cc(C(=O)Cc2ccccc2)c[nH]1	0.0%	.	-10%	8%	-3%	.	.	.	3%	.	-0.3%	.
21	Cc1cc(-c2nnc(CSc3nnc(NC(=O)c4ccc(C(C)(C)C)cc4)s3)o2)ccc1[N+](=O)[O-]	0.3%	1%	-9%	-6%	8%	0.35	0.29	10%	-30%	-0.16	1.7%	-0.25
22	CCn1c(SCC(=O)Nc2ccc3c(c2)c2ccccc2n3CC)nnc1-c1ccco1	-0.1%	4%	-18%	33%	5%	-0.85	1.1	9%	-4%	-0.67	-2.6%	0.0022
23	O=C(CCC(=O)OCc1ccc(Br)cc1)Nc1ccccc1	0.1%	0%	-2%	6%	10%	1	-1.6	-14%	13%	2.2	5.7%	-0.083
24	CCOc1ccc(-c2nc(CSCC(=O)N3CCN(C(=O)c4ccco4)CC3)c(C)o2)cc1	-0.1%	5%	-29%	30%	-1%	-0.46	0.56	20%	-29%	-1	-3.0%	-0.17
25	CC(=O)NC1C(Oc2ccccc2C)OC2COC(c3ccco3)OC2C1O (centres undefined)	-0.3%	8%	24%	-10%	3%	-0.66	0.11	-6%	-8%	-0.96	-0.3%	-0.21

Some entries already given, limited to KOR beta-arrestin-1, M17LAP inhibition and Dynein cargo inh nuclear GR-EGFP:
| entry | compound | KOR beta-arrestin-1 | M17LAP inhibition | Dynein cargo inh nuclear GR-EGFP |
| --- | --- | --- | --- | --- |
| 3 | CCc1ccccc1NC(=S)NC1CC2CCC(C1)N2Cc1ccco1 (centres undefined) | -1.5% | -5% | -0.65 |
| 23 | O=C(CCC(=O)OCc1ccc(Br)cc1)Nc1ccccc1 | 5.7% | -14% | 1 |

The main list resumes with the two entries that preceded the break.
item	mol	GPR55 activation	P. falciparum M1AAP	NOD1 inhibition	KOR beta-arrestin-2	AID2073	Dynein cargo inh nuclear GR-EGFP	Dynein cargo inh cell count	M17LAP inhibition	NOD2 inhibition	Dynein cargo inh	KOR beta-arrestin-1	Dynein cargo inh cytoplasmic EGFP
24	CCOc1ccc(-c2nc(CSCC(=O)N3CCN(C(=O)c4ccco4)CC3)c(C)o2)cc1	-0.1%	5%	-29%	30%	-1%	-0.46	0.56	20%	-29%	-1	-3.0%	-0.17
25	CC(=O)NC1C(Oc2ccccc2C)OC2COC(c3ccco3)OC2C1O (centres undefined)	-0.3%	8%	24%	-10%	3%	-0.66	0.11	-6%	-8%	-0.96	-0.3%	-0.21
26	COC(=O)/C(C#N)=C1/C=Cc2ccccc2N1C	-0.4%	9%	-17%	-12%	12%	-0.0013	-0.14	21%	11%	-0.52	-2.2%	-0.26
27	CCCCN(C)C(=O)CC(NS(=O)(=O)c1ccc(NC(C)=O)cc1)C(C)C (centres undefined)	-0.3%	-4%	-2%	2%	29%	1.4	-1.1	-8%	-8%	2.2	-5.9%	-0.26
28	CCOc1ccccc1NC(=O)c1ccccc1NS(C)(=O)=O	0.6%	1%	.	30%	2%	-0.38	-0.72	10%	2%	-1.4	-0.9%	0.13
29	Cc1cc(C)n2nc(SCC(=O)N(C)c3c(N)n(Cc4ccccc4)c(=O)[nH]c3=O)nc2n1	1.4%	2%	-28%	20%	-2%	-0.012	0.4	-1%	12%	-0.13	-2.4%	-0.19
30	Cn1c(CNC(=O)CNC(=O)c2ccccc2F)cc(=O)n(C)c1=O	-0.2%	.	25%	-5%	-2%	.	.	.	10%	.	9.5%	.
31	CC(O)[C@H]1CNC(=O)C(=O)N1CCc1cccc(F)c1 (some centres undefined)	-0.1%	5%	3%	-4%	19%	0.94	-1.2	-1%	0%	1.5	2.0%	-0.58
32	CN1c2ccccc2N(C)C1(C)c1cccc2ccccc12	-0.3%	6%	-4%	11%	43%	0.37	-0.27	3%	28%	0.33	-5.1%	-0.22
33	Cc1ccc(CN2CCN(c3ccccn3)CC2)s1	-0.1%	7%	7%	-6%	-5%	0.34	-0.2	8%	0%	-0.032	-5.7%	-0.17
34	CNC(=O)COC(=O)c1cccnc1SC	0.3%	-2%	-11%	4%	-5%	-0.14	0.43	16%	14%	-0.25	0.6%	0.0072
35	O=C(/C=C/c1ccccc1F)c1cccc([N+](=O)[O-])c1	0.6%	6%	-20%	-33%	-3%	-1.9	1.1	6%	21%	-3	0.5%	0.3
36	C/C(N)=C(/C#N)C(=O)COC(=O)c1ccccc1O	0.0%	0%	-6%	9%	-4%	-0.42	0.85	-2%	4%	-0.36	4.3%	-0.26
37	CCC(CC)c1nnc(NC(=O)c2cccnc2SC)s1	-0.3%	3%	-34%	9%	-6%	-0.13	0.68	4%	16%	-0.89	0.9%	-0.15
38	CC(=O)Nc1ccc(S(=O)(=O)NNC(=O)c2cccc(Cl)c2)cc1	-0.6%	-1%	-28%	-3%	-9%	0.63	-0.024	2%	3%	1.4	0.1%	-0.22
39	NC(=O)CSc1nnc(-c2cccc(S(=O)(=O)N3CCOCC3)c2)n1C1CCCCCC1	-0.1%	3%	-8%	20%	-1%	0.25	0.39	1%	14%	0.4	-6.8%	-0.18
40	NS(=O)(=O)c1ccc(CCNC(=O)CSc2ccc3ccccc3c2)cc1	0.6%	14%	-26%	-16%	3%	0.3	0.07	2%	1%	-0.04	3.0%	-0.28
41	NC(=O)c1c(NC(=O)c2cccnc2)sc2c1CCCC2	0.1%	-3%	-40%	26%	-6%	0.58	-0.57	8%	-18%	0.75	-0.3%	-0.17
42	COc1ccc(OC)c(CNc2c(C=O)c(=O)[nH]c3ccccc23)c1	-0.1%	.	-20%	8%	4%	.	.	.	-1%	.	-4.8%	.
43	O=Cc1c(N2CCOCC2)nc2ccccn2c1=O	-0.3%	9%	-23%	0%	1%	-0.23	0.93	22%	16%	-0.58	-7.7%	0.023
